Screens deposited in PubChem by several laboratories.
pCIP destab: compounds decreasing mouse p/CIP protein stability. Q05BA5. F442A p/CIP-EGFP cells, EGFP fluorescence, 16 h. decrease of EGFP signal, % at 10 µM. actives 0.01% (n = 290,000). AID 1984;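 active = EGFP signal decrease of at least 30% at 10 µM or well 3 SD below plate mean, unless failing retest; inactive = the rest, including hits failing retest or dose response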; note: some compounds called inactive have numbers as strong as hits; many of its hits are not listed in these tables
FID counter: displaces DNA intercalator in HCV helicase counter-screen; DNA fluorescent intercalator displacement, fluorescence; inhibition, % at 7.9 µM; actives 0.17% (n = 290,000); AID 1845; in the data active = inhibition above about 37%;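 note: 0% = vehicle and 100% = reference compound; higher means more ethidium bromide displaced from hairpin DNA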
HCV NS3 hel inh: HCV NS3 helicase inhibition | NS3 helicase DNA unwinding, Cy5 molecular beacon fluorescence | inhibition, % at 10.9 µM | actives 0.56% (n = 290,000);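 active = inhibition above the mean of all tested compounds plus 3 SD, set per campaign, cut at about 35% in these data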;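 note: 0% = DMSO wells and 100% = thioflavine S control wells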
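System: Hepatitis C virus NS3 helicase domain fragment enzyme | Reagent: Annealed dual-labelled DNA beacon duplex, ATP-started | Compound dosing: 10.9 µM single point, 0.8% DMSO | Incubation: 1 h reaction at 25 °C, ATP-initiated | Technique: Cy5 fluorescence | Evaluation: Percent inhibition from t60/t0 fluorescence ratio | Benchmarks: Low DMSO, high thioflavine S at 110 µM | Replication: Singlicate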
UBC9 SUMO inh: blocks human SUMOylation mediated by UBC9; P63279; HTRF SUMOylation assay, SAE1/SAE2 + UBC9, in vitro; inhibition, % at 35 µM; actives 0.36% (n = 290,000); AID 2006; in the data active = inhibition above about 50%, passing the limit was not always enough; note: strong numbers were not always called active
IMP-1 inhibitor: inhibitors of Pseudomonas aeruginosa IMP-1 metallo-beta-lactamase | purified IMP-1, nitrocefin hydrolysis, epi-absorbance fluorescence | inhibition, % at 5.6 µM | actives 0.45% (n = 290,000) | AID 1556;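 active = inhibition above the mean plus 3 SD of all compounds in the same screening run, cut at about 4.5% in these data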;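 note: 0% = IMP-1 with DMSO and 100% = DMSO wells lacking enzyme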
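System – purified recombinant IMP-1 beta-lactamase · Input – IMP-1 dispensed at 0.2 nM · Timing – 15 min preincubation plus 25 min reaction at 25 °C · Signal – Epi-absorbance fluorescence, 480 nm excitation, 530 nm emission · Measure – percent IMP-1 inhibition derived from blank-referenced optical density · Controls – Enzyme-plus-DMSO low control, enzyme-free DMSO high control · Replication – singlicate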
PfM18AAP inh: PfM18AAP enzyme inhibition. inhibition, % at 7.35 µM. actives 1.2% (n = 290,000). recombinant PfM18AAP, H-Glu-NHMec fluorogenic cleavage;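 active = inhibition above the campaign mean inhibition over all tested compounds plus 3 SD, cut at about 28% in these data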;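 note: 0% = plate median of test compound wells and 100% = 2 mM ZnCl2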
IDE cell activ: activators of human insulin-degrading enzyme in cells. P14735. HEK cells, FAbeta-B cleavage, fluorescence polarization; 0% vehicle, 100% cell-free pure enzyme wells. activation, % at 5.96 µM. actives 0.073% (n = 340,000);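 active = activation above the mean of all tested compounds plus 3 SD, set per screening campaign, cut at about 17% in these data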
Target sequence (P14735 whole entry, looked up): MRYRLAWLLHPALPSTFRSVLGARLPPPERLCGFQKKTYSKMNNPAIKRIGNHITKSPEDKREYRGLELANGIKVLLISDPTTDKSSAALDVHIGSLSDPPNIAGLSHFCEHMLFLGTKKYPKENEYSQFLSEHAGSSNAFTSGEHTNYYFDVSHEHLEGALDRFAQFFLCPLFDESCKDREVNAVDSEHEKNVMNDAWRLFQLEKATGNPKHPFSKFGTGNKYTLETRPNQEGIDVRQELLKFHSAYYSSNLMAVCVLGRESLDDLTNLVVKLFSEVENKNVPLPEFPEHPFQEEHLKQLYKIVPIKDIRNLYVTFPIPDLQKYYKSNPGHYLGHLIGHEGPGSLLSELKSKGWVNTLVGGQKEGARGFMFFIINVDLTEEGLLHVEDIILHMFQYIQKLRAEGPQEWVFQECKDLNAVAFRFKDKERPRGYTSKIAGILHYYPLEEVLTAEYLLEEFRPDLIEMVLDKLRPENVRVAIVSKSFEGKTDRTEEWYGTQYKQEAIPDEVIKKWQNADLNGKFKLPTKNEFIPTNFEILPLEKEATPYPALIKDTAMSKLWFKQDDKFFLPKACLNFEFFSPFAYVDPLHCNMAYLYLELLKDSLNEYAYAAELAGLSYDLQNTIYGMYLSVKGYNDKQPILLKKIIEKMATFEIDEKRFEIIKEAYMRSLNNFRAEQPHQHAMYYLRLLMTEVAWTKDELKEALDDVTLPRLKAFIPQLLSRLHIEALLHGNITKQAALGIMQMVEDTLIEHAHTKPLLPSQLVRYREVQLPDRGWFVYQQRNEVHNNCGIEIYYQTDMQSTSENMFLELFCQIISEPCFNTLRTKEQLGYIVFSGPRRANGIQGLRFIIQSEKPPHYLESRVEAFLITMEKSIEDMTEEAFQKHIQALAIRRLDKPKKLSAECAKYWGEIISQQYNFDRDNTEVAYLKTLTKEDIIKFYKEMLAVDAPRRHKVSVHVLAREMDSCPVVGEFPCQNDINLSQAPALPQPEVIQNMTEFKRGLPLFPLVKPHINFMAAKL
VIM-2 inhibitor: inhibitors of Pseudomonas aeruginosa VIM-2 metallo-beta-lactamase | AID 1527 | inhibition, % at 5.6 µM | purified VIM-2, nitrocefin hydrolysis, epi-absorbance fluorescence | actives 0.89% (n = 290,000);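 active = inhibition above the mean of all tested compounds plus 3 SD, cutoff set per screening run, cut at about 7.5% in these data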;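 note: red hydrolysis product quenches plate fluorescence so inhibitors raise well fluorescence; 0% = enzyme with DMSO and 100% = DMSO without enzyme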
IDE inh: cellular human IDE inhibition; P14735; inhibition, % at 5.59 µM; HEK cells, FAbetaB cleavage, fluorescence polarization; actives 0.41% (n = 320,000); AID 434962;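 active = percent inhibition above the average of all tested compounds plus 3 SD, set per screening campaign, cut at about 16% in these data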;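 note: IDE supplied by intact live HEK cells; FP after avidin binding of uncleaved biotin substrate so inhibition keeps polarization high; 0% = DMSO wells and 100% = 60 µM reference IDE inhibitor Ii1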
* hit, by the source's call; . = not tested or not shown.

Each structure is followed by: pCIP destab, FID counter, HCV NS3 hel inh, UBC9 SUMO inh, IMP-1 inhibitor, PfM18AAP inh, IDE cell activ, VIM-2 inhibitor, IDE inh
1. COc1cccc(-c2nnc(SCCC(=O)O)n2C)c1
→ -15, 7, -3, 20, 0.1, -14, 3, -1.7, 0
2. FC(F)(F)c1cc(-c2ccco2)nc(NCc2ccco2)n1
→ 0, -13, 25, 14, -1.1, 17, 7, -1.6, -3
3. Cc1ccc(S(=O)(=O)CCc2ccccn2)cc1
→ -15, -4, 0, -6, -4.7, -6, 3, -2.2, 1
4. CC(=O)N1c2c(cc(Br)cc2S(=O)(=O)NCc2ccc3c(c2)OCO3)CC1C (stereo unspecified)
→ 0, -8, -2, 92*, -2.6, 2, -2, -3.3, 6
5. COc1ccccc1N1CCN(C(=O)c2noc(C)c2[N+](=O)[O-])CC1
→ 1, -17, 23, -1, -1.2, 8, 3, -1.8, 9
6. Cc1cc(C(F)F)n2ncc(C(=O)N3CCc4ccccc4C3)c2n1
→ -5, -32, 11, 5, -2.0, -1, 4, -2.4, 6
7. CSc1n[nH]c(NC2=CC(=O)CCC2)n1
→ -9, 0, 7, 0, -2.2, 3, 2, -1.0, 6
8. O=C(NC1CC1)c1cc2c(s1)CS(=O)(=O)C2
→ 0, 0, -1, 16, -1.0, 2, 1, -1.4, -1
9. COc1ccc(OC)c(NC(=O)CCNC(=O)Cn2cnc3ccccc3c2=O)c1
→ -15, -1, 3, 7, -0.8, -6, 0, -0.5, -2
10. CCOc1c(S(=O)(=O)N2CCCC2)ccc(Cl)c1Cl
→ -9, -14, -2, 9, -2.0, 2, -1, -0.5, 0
11. O=C(Nc1nccs1)c1ccc(Cl)cc1[N+](=O)[O-]
→ 1, 3, 3, -7, -3.0, 5, -1, -6.4, -12
12. COc1ccc([N+](=O)[O-])cc1NC(=O)c1cn(-c2ccc(C)c(C)c2)c(=O)c2ccccc12
→ -7, -1, -1, -10, -1.1, -2, 7, -1.9, 5
13. O=C(Nc1nnc(Cc2ccc(Cl)cc2)s1)c1ccco1
→ -6, -12, 9, 1, -1.2, -6, 2, -1.7, 0
14. COc1ccccc1C(=O)Nc1ccc2c(C)cc(=O)oc2c1
→ 0, -18, 9, -27, 3.7, 13, 1, 1.5, 5
15. CC1CCC(NC(=O)Cn2c(=O)oc3cc(S(=O)(=O)N4CCCC4)ccc32)CC1 (stereo unspecified)
→ -10, -28, 8, 8, 4.9*, 6, 2, -4.0, 4
16. CCOc1ccc(NC(=O)N2CCC(n3c(=O)[nH]c4ccccc43)CC2)cc1
→ -5, ., ., -3, ., ., 0, ., 2
17. COc1cc(C(=O)NCCC(=O)N2CCC3(CC2)NCCc2[nH]cnc23)cc(OC)c1OC
→ -10, 7, 6, ., -4.6, 7, -2, -6.0, -1
18. O=C(Cc1ccc(O)cc1)N/N=C/c1cccs1
→ 5, -6, -4, 10, -1.5, 2, 1, 0.4, -4
19. Cc1nc2ccc(S(=O)(=O)Nc3cccc(-c4nc5cccnc5s4)c3C)cc2s1
→ -6, -25, -26, -1, -1.5, 3, -5, -3.8, -1
20. COCc1nnc(NC(=O)CCSc2ccccc2)s1
→ -10, -4, -2, 11, -5.6, -1, 0, -1.2, 9
21. CC(=O)N1CCc2ccccc2C1CC(=O)O (stereo unspecified)
→ -2, -1, 7, 10, -3.1, -16, 5, -5.0, 2
22. COC(=O)N/N=C(\C)c1ccc(OC(F)F)cc1OC(F)F
→ -6, -3, 6, 7, -2.1, -1, 7, -3.7, 2
23. COCc1cc(=O)n2[nH]c(-c3cccc(Br)c3)cc2n1
→ -3, -6, 4, 10, -4.9, -9, 3, -2.2, -8
24. COc1ccc(-n2ncc3c2CC(C)(C)CC3NC(=O)c2ocnc2C)cc1 (stereo unspecified)
→ -6, -51, 2, 2, -3.0, -2, 0, -3.2, 6
25. Cn1c(SCCOc2ccccc2Cl)nnc1-c1ccncc1
→ -10, -13, -8, 18, -4.8, -9, 0, 1.4, -2
26. CNc1nc(SCC(=O)OC)nc(N2CCOCC2)n1
→ 4, 0, -6, 1, -1.7, 2, 1, -0.3, -8
27. C=CCNC(=S)N1CCc2c([nH]c3ccccc23)C1C (stereo unspecified)
→ 5, 3, -11, 0, -1.4, -3, -1, -0.2, -2
28. CC(C)CNS(=O)(=O)c1ccc(S(=O)(=O)N2CCCN(Cc3ccccc3)C2)cc1
→ 0, -1, -25, -7, -1.4, -3, 0, -2.8, 0
29. C/C(=N\Nc1ccc([N+](=O)[O-])cc1)c1ccc(N)cc1
→ -12, -1, -2, 2, -0.5, 33*, -5, 1.3, 7
30. O=C(CSc1nccn1-c1ccccc1)N1CCc2ccccc21
→ -7, -22, 1, -9, 0.7, 7, -2, -3.8, 1

2 entries from above in another layout:
item | Structure | pCIP destab | FID counter | HCV NS3 hel inh | UBC9 SUMO inh | IMP-1 inhibitor | PfM18AAP inh | IDE cell activ | VIM-2 inhibitor | IDE inh
30 | O=C(CSc1nccn1-c1ccccc1)N1CCc2ccccc21 | -7 | -22 | 1 | -9 | 0.7 | 7 | -2 | -3.8 | 1
27 | C=CCNC(=S)N1CCc2c([nH]c3ccccc23)C1C (stereo unspecified) | 5 | 3 | -11 | 0 | -1.4 | -3 | -1 | -0.2 | -2

(listing goes on)
Each structure is followed by: pCIP destab, FID counter, HCV NS3 hel inh, UBC9 SUMO inh, IMP-1 inhibitor, PfM18AAP inh, IDE cell activ, VIM-2 inhibitor, IDE inh
31. Cn1nc(-c2ccccc2)cc1NC(=O)c1cccs1
→ -12, -2, -5, 19, -1.2, -5, 5, -0.5, 0
32. COc1ccc(OCC(=O)Nc2ccc(C)cc2)cc1
→ -14, -7, -1, 9, -0.5, -5, -2, -2.8, 4
33. O=C1C2=C(CCCC2)C(=O)N1CNc1ccccc1
→ -7, -5, -8, 27, -0.9, 0, 1, 0.0, -3
34. CCOc1ccc(NC(=O)N2CCCC2C(=O)NCC2CCCO2)cc1 (stereo unspecified)
→ -4, 3, -2, 11, -2.9, -4, 4, -1.4, 2
35. CC(C)c1nc2cc(C(=O)N(C)C3CCOCC3)ccc2o1
→ -10, -9, -2, 14, -0.1, 1, -1, -2.2, 2
36. CN(Cc1cccc2cnccc12)C(=O)CCc1nnc(CCc2ccccc2)o1
→ -12, -25, -6, 9, 1.0, 4, 3, -1.7, 2
37. CCCCOc1ccc(CN2CCCCC2)cc1
→ -22, 9, -2, 13, -4.8, -11, -1, -2.7, 2
38. CN(C)C(=O)COc1ccc2cc(-c3ccccc3)c(=O)oc2c1
→ -3, -11, 0, 32, -8.0, 3, -5, -1.6, -2
39. CCOC(=O)c1c(/N=C/c2cccc([N+](=O)[O-])c2O)sc(C)c1C
→ -7, -10, 15, 17, -6.7, 12, 2, -7.0, 4
40. O=C(Cc1ccsc1)NNC(=O)c1cccc(Cl)c1
→ 0, -6, 3, -2, -2.2, -2, 8, -3.4, -1
41. Cc1ccc2c(c1)C(=O)CC(c1ccc3c(c1)OCCO3)O2 (stereo unspecified)
→ -11, -22, 4, -4, -2.0, -1, -2, -1.4, 6
42. CC(C)(C)n1nnnc1CN1CCN2CCCC2C1 (stereo unspecified)
→ -8, -2, 4, 7, -2.5, 4, 6, -3.3, -1
43. OCCOCCOc1ccc(-c2nn[nH]n2)cc1
→ -6, -9, 0, 11, -2.3, -5, -1, -3.0, 2
44. N#C/C(=C/c1cn(CC(=O)O)c2ccccc12)C(=O)Nc1ccccc1
→ -17, -28, 13, -13, -1.8, 6, 5, 0.1, 4
45. CCCCC(=O)Nc1nnn(CCC)n1
→ -8, 2, 1, 7, -4.4, -4, -2, -1.8, -2
46. COc1cc(/C=C2/C(=O)NN(c3ccccc3)C2=O)cc(Br)c1O
→ 7, -14, 28, -29, -8.7, 21, 2, -7.0, 1
47. CCC(OC(=O)c1cc2sccc2n1C)C(=O)NCc1ccco1 (stereo unspecified)
→ 6, -21, -1, -3, -1.8, 10, 1, -1.6, 2
48. COc1ccccc1N1CCN(C2CC(=O)N(c3cccc(Cl)c3)C2=O)CC1 (stereo unspecified)
→ -7, -23, -3, -1, -3.9, 9, 1, -1.2, 7
49. COc1cccc(-c2noc(CCCC(=O)Nc3ccc(C(N)=O)cc3)n2)c1
→ 0, -4, -7, 16, -2.5, 2, 0, -4.9, -3
50. CCOC(=O)N1CCN(C(=S)NC2CCCCC2)CC1
→ 6, -3, -2, -4, -1.9, -2, -1, -0.6, 9
51. Cc1cccc(N2C(=O)CC(NNc3nc4ccccc4s3)C2=O)c1 (stereo unspecified)
→ 2, -8, 1, -15, -2.9, 4, 1, -3.1, -4
52. O=C(OCCN1C(=O)c2ccccc2C1=O)c1cc(S(=O)(=O)N2CCOCC2)ccc1F
→ 2, -15, 0, 8, -0.8, -8, -4, -0.1, 4
53. COc1ccc(N(CCCN2C(=O)c3cccc4cccc(c34)C2=O)C(=O)c2cccnc2)cc1
→ -21, -33, -2, 17, -3.2, 2, -7, 4.9, -3
54. O=C(CN(C(=O)c1csnn1)c1ccccc1F)NCc1ccc2c(c1)OCO2
→ 7, -16, 4, 4, -1.2, 0, -1, -2.5, 3
55. CCCCOP(=O)(OCCCC)C1(NS(=O)(=O)c2ccccc2)C=CC(=O)c2ccccc21 (stereo unspecified)
→ 7, -20, -6, -25, -0.1, 8, 0, -1.9, -5
56. CCOc1ccc(OCC)c(NC(=O)CN2CCN(c3cccc(C)c3C)CC2)c1
→ -6, 0, 13, 6, -2.7, 2, -1, -1.5, 1
57. COc1cc(CNC(=O)CCCC/C=C\C(C)C)ccc1O
→ 5, -16, -5, -8, -1.7, 9, ., -3.1, 1
58. CC1=CC(=O)C(C(C)C)=C/C1=C(\c1cc(C(C)C)c(OP(=O)(O)O)cc1C)c1ccccc1C(=O)O
→ 4, -18, 31, 20, -1.8, 6, 5, 18*, 7
59. CC1CCN(c2nc3c(c(=O)n(C)c(=O)n3C)n2CCSc2ncccn2)CC1
→ 4, ., ., 2, ., ., 7, ., -1
60. Cc1nnc(SCCn2c(N3CCCC(C)C3)nc3c2c(=O)[nH]c(=O)n3C)s1 (stereo unspecified)
→ -1, -11, 0, 11, -0.2, 4, -2, -4.5, -1
61. Cc1cc(NC(=O)c2nn(C)c(C)c2Br)no1
→ 0, -5, -44, -4, -3.5, -2, 4, -5.7, 2
